Source: PubChem BioAssay (National Center for Advancing Translational Sciences (NCATS))
EPAC2 ag – EPAC2 (human) agonism; EPAC2 activation, biochemical qHTS; response scale: 100% = 6.5 mM cAMP response; AID 720711; Potency, µM (titrated, usually from 154 µM), without a hit: at the top dose activation, usual class: activators; Q8WZA2; 360,000 tested, 0.079% active; further: potency means the concentration at half of the fitted maximal effect; nearly all actives have a fitted effect of over 50% in size
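In this primary screen, activation is scored as increased exchange of BODIPY-GDP from Rap1B by 100 nM EPAC2, with 50 uM GDP as competitor. Signal is normalized to the 6.5 mM cAMP agonist control.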
WRN inhibitor – WRN helicase (human) inhibition; Q14191; WRN helicase unwinding, fluorescent forked duplex, kinetic; Potency, µM (highest dose often 114 µM), for the others: at the top dose activity change, negative = inhibition, most hits filed as inhibitors; 360,000 tested, 0.46% active; further: potency means the concentration at half of the fitted maximal effect; on the % scale 0 is the no-effect control and ±100 the full control effect; nearly all actives have a fitted effect of over 55% in size
Target sequence (Q14191 whole entry, looked up): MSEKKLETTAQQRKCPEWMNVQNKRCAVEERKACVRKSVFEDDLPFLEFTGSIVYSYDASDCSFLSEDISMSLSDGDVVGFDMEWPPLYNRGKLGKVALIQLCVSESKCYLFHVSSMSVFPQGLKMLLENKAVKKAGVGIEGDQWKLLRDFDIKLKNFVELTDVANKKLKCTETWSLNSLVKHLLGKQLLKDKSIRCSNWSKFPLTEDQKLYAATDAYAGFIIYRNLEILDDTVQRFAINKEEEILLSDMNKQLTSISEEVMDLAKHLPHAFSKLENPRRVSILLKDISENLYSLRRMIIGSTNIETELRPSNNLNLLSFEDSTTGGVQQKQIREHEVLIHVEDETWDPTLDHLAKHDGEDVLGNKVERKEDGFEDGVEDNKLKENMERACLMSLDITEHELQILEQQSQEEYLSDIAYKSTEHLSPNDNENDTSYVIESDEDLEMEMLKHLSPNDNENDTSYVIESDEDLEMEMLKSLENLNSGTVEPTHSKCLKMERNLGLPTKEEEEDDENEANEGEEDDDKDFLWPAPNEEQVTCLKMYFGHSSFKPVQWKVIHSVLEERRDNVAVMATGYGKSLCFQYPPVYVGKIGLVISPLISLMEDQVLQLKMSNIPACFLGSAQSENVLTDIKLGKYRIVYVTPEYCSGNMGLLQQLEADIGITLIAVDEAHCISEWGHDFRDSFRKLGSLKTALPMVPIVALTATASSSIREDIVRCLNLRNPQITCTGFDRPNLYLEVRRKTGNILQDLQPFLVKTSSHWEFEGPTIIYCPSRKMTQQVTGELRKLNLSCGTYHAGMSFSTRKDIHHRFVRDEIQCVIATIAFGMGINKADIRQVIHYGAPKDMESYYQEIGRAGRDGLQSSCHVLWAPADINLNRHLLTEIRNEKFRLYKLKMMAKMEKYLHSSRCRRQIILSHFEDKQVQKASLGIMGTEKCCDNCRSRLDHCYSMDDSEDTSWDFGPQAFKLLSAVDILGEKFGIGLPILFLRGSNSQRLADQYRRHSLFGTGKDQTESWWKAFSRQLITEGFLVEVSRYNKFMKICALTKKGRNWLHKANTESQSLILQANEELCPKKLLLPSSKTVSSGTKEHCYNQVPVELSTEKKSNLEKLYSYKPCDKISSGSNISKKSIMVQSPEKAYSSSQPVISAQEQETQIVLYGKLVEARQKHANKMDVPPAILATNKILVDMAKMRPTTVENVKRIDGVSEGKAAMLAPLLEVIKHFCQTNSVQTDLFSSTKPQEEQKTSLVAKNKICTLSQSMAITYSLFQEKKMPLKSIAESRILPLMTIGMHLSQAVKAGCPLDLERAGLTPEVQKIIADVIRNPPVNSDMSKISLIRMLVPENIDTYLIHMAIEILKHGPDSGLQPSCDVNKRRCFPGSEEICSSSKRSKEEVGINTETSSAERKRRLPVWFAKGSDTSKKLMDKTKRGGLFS
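Enzyme (20 nM final) and test compound sit together 15 min at room temperature before substrate addition. Substrate is a single-forked duplex oligonucleotide (100 nM) labelled with fluorophore and quencher, with 2 mM ATP; helicase unwinding raises red fluorescence, read kinetically.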
PI5P4Ka inh – blocks human PI5P4K alpha kinase activity. PI5P4Kalpha enzyme, ADP-Glo luminescence, 60 min; active compounds read low. max response, %. 330,000 tested, 1.2% active. AID 652105; active means max response of -50% or lower; inconclusive means between -30% and -50%; inactive means -30% or higher; further: value at the top dose of about 77 µM; on the % scale 0 is the no-effect control and ±100 the full control effect
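Luminescence from ADP-Glo served as readout of PI5P4Kalpha activity in a qHTS format. Reaction: enzyme, substrate, compound, ATP at 5 microM final, 60 min at RT.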
EPAC1 ag – agonists of human EPAC1; 360,000 tested, 0.073% active; AID 720707; O95398; EPAC1 agonist qHTS, biochemical assay; response scale: 100% = response to 6.5 mM cAMP; Potency, µM (titrated, usually from 154 µM), for the others: at the top dose activation, usual class: activators; further: potency means the concentration at half of the fitted maximal effect; nearly all actives have a fitted effect of over 60% in size
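EPAC1 100 nM, Rap1B–BODIPY-GDP 250 nM, unlabeled GDP 50 uM; compound titration; 5 min RT; kinetic read ex480/em540 at 5-min intervals ×30 min; data normalized to 6.5 mM cAMP agonist control.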
EPAC1 antag – antagonists of human EPAC1; EPAC1 GEF assay, Rap1b-BODIPY-GDP exchange fluorescence; O95398; 360,000 tested, 0.14% active; AID 720709; Potency, µM (highest dose often 115 µM), without a hit: top-dose activity change, negative = inhibition, most hits filed as inhibitors;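 further: potency means the concentration at half of the fitted maximal effect; plate controls were vehicle for no effect and positive control for full effect; nearly all actives have a fitted effect of over 50% in size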
IL-2 act – IL-2 activation | IL-2 activation reporter assay, cell-based qHTS; stimulated with anti-CD3/CD4/CD28 beads; in transgenic mouse T cells | AID 652025 | 360,000 tested, 0.065% active | activation, % (series mostly up to about 46 µM); in the data active means activation above about 50%; inconclusive means mostly about 30% to 49%; further: 0% is about no effect
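First, unstimulated transgenic mouse T cells were exposed to compound for 60 min. Next, anti-CD3/anti-CD4-coated beads with anti-CD28 were added. Finally, after 18 h at 37 degrees C, EGFP and DsRed were imaged.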
PLK1 PBD block – inhibitors of human PLK1 polo-box domain binding; P53350; 360,000 tested, 2.8% active; AID 720504; Plk1 PBD binding of FITC phosphopeptide, fluorescence polarization; Potency, µM, for inactives: max response, negative = inhibition, usual class: inhibitors; further: potency means the concentration at half of the fitted maximal effect; series mostly up to about 57 µM; on the % scale 0 is the no-effect control and ±100 the full control effect; nearly all actives have a fitted effect of over 65% in size
CCT chaperon mod – changes cytosolic chaperonin activity. purified chaperonin ATPase assay, HTRF ADP detection, 30 min. activity change, % (test concentration not listed), hits read low. 360,000 tested, 0.3% active. AID 651819; in the data active means activity change below about -30%; further: on the % scale 0 is the no-effect control and ±100 the full control effect
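First, chaperonin was dispensed at 40 nM or 20 nM final depending on batch activity. Next, compounds were pinned at 76 uM and ATP added at 10 uM. After 30 min at 37 °C, ADP detection reagents ran 30 min at ambient temperature.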
* = called active by the depositor; [ ] = dose if it differs, or a comment. Unless noted, the call rests on the fitted dose curve; in most records, active means well fitted curve in the direction sought with a large enough effect; inconclusive means small, poorly fitted or top-dose-only effect, or another doubt; inactive means no such curve, though single readings can be large; an effect the other way counts as inactive or inconclusive. Only part of the results is shown. The share of hits here may be higher or lower than overall.

COC(=O)c1ccc(/C=N/Nc2nc3ccccc3[nH]2)cc1 was read as EPAC2 ag 3%, WRN inhibitor 2%, PI5P4Ka inh -11, EPAC1 ag -5%, EPAC1 antag 5%, IL-2 act -3.3, PLK1 PBD block -7% and CCT chaperon mod -2.3.
Cn1ccc(C(=O)Nc2sc3c(c2C(N)=O)CCCCC3)n1 was read as EPAC2 ag 4%, WRN inhibitor -14%, PI5P4Ka inh -6, EPAC1 ag 9%, EPAC1 antag 5%, IL-2 act -0.3, PLK1 PBD block inconclusive and CCT chaperon mod 0.0.
c1ccc2c(N3CCOCC3)nc(N3CCOCC3)nc2c1 was read as EPAC2 ag 5%, WRN inhibitor 0%, PI5P4Ka inh 4, EPAC1 ag 4%, EPAC1 antag -4%, IL-2 act -0.3, PLK1 PBD block inconclusive and CCT chaperon mod -2.4.
Screening CCOC(=O)c1sc(NC(=O)CNCc2ccccn2)c(C(=O)OCC)c1C returned EPAC2 ag 19%, WRN inhibitor -1%, PI5P4Ka inh -9, EPAC1 ag 4%, EPAC1 antag -18%, IL-2 act 0.1, PLK1 PBD block -10% and CCT chaperon mod 0.3.
`COc1ccccc1N1CCN(C(=O)c2oc3cc(C)cc(C)c3c2C)CC1` gave EPAC2 ag 10%, WRN inhibitor -4%, PI5P4Ka inh 18, EPAC1 ag 1%, EPAC1 antag 0%, IL-2 act 5.3, PLK1 PBD block 1% and CCT chaperon mod -1.1.
O=C(CC(NC(=O)c1ccccc1)c1ccccc1)Nc1cccc2ccccc12 (stereo not given) was read as EPAC2 ag -10%, WRN inhibitor -11%, PI5P4Ka inh -1, EPAC1 ag -10%, EPAC1 antag -6%, IL-2 act 0.3, PLK1 PBD block -3% and CCT chaperon mod -0.7.
`O=[N+]([O-])c1ccc(Oc2ccc(F)cc2)c2ccncc12` gave EPAC2 ag 26%, WRN inhibitor -2%, PI5P4Ka inh -3, EPAC1 ag 3%, EPAC1 antag -2%, IL-2 act 0.3, PLK1 PBD block -6% and CCT chaperon mod -4.0.
COC(=O)C[C@H]1C=C[C@H](NC(=O)Nc2ccccc2OC)[C@@H](CO)O1 was read as EPAC2 ag 1%, WRN inhibitor 6%, PI5P4Ka inh 7, EPAC1 ag 9%, EPAC1 antag 13%, IL-2 act -0.2 and PLK1 PBD block -7%.
NC(=O)c1ccc(NCCc2ccco2)cc1 was read as EPAC2 ag 6%, WRN inhibitor -7%, PI5P4Ka inh -1, EPAC1 ag 6%, EPAC1 antag 2%, IL-2 act -0.7, PLK1 PBD block 0% and CCT chaperon mod 1.2.
O=C(NC(c1ccc(F)cc1)c1ccc2ccccc2n1)C1CCN(CCOc2ccc(Cl)cc2Cl)CC1 (stereo not given) was read as EPAC2 ag 9%, WRN inhibitor -3%, PI5P4Ka inh -2, EPAC1 ag 17%, EPAC1 antag -9%, IL-2 act -0.8, PLK1 PBD block -9% and CCT chaperon mod 2.1.
For O=C1C2C3C=CC(C3=C(c3ccccc3)c3ccccc3)C2C(=O)N1Cc1ccccc1 (stereo not given) the results were EPAC2 ag 0%[15.6 µM], WRN inhibitor -5%, PI5P4Ka inh 0, EPAC1 ag -10%, EPAC1 antag 5%, IL-2 act 1.0, PLK1 PBD block 67µM* and CCT chaperon mod -1.2.
Screening CC(C(=O)NCc1ccccc1)n1c(CSCCOc2ccccc2)nc2ccccc21 (stereo not given) returned EPAC2 ag 18%, WRN inhibitor 1%, PI5P4Ka inh 1, EPAC1 ag -1%, EPAC1 antag 2%, IL-2 act -0.2 and PLK1 PBD block -14%.
For Cc1ccc([C@H]2N[C@]3(CCCN(Cc4ccc(F)cc4)C3=O)[C@H]3C(=O)N(Cc4ccccc4)C(=O)[C@@H]23)cc1 the results were EPAC2 ag 9%, WRN inhibitor -1%, PI5P4Ka inh 2, EPAC1 ag 0%, EPAC1 antag -9%, IL-2 act -2.7, PLK1 PBD block -4% and CCT chaperon mod -0.7.
CC1CCCCN1CCNC(=O)c1ccc2c(=O)n(Cc3ccc(Cl)cc3)c(=S)[nH]c2c1 (stereo not given) was read as EPAC2 ag -5%, WRN inhibitor -6%, PI5P4Ka inh -1, EPAC1 ag 5%, EPAC1 antag -7%, IL-2 act -2.1, PLK1 PBD block -1% and CCT chaperon mod -0.7.
`CC(C)(C)n1nc2c(c1NC(=O)c1ccccc1C(F)(F)F)CS(=O)(=O)C2` gave EPAC2 ag 1%, WRN inhibitor -4%, PI5P4Ka inh -3, EPAC1 ag -3%, EPAC1 antag 11%, IL-2 act 2.9, PLK1 PBD block 2% and CCT chaperon mod 0.5.

Reprinted from the part before: 2 compounds; new compounds follow.
CC1CCCCN1CCNC(=O)c1ccc2c(=O)n(Cc3ccc(Cl)cc3)c(=S)[nH]c2c1 (stereo not given) was read as EPAC2 ag -5%, WRN inhibitor -6%, PI5P4Ka inh -1, EPAC1 ag 5%, EPAC1 antag -7%, IL-2 act -2.1, PLK1 PBD block -1% and CCT chaperon mod -0.7.
`CC(C)(C)n1nc2c(c1NC(=O)c1ccccc1C(F)(F)F)CS(=O)(=O)C2` gave EPAC2 ag 1%, WRN inhibitor -4%, PI5P4Ka inh -3, EPAC1 ag -3%, EPAC1 antag 11%, IL-2 act 2.9, PLK1 PBD block 2% and CCT chaperon mod 0.5.
`O=C(O)C1CC=CCC1C(=O)NNS(=O)(=O)c1ccccc1` (stereo not given) gave EPAC2 ag 3%, WRN inhibitor -5%, PI5P4Ka inh 7, EPAC1 ag 4%, EPAC1 antag -8%, IL-2 act 5.9, PLK1 PBD block 0% and CCT chaperon mod 2.4.
`Cc1ccc(Cl)cc1N1CCN(C(=O)COc2ccc3c(c2)CCC3)CC1` gave EPAC2 ag 5%, WRN inhibitor -11%, PI5P4Ka inh 26, EPAC1 ag 4%, EPAC1 antag -17%, IL-2 act -3.9, PLK1 PBD block -1% and CCT chaperon mod 1.1.
`CCN(CC)CCNc1ccc(CO)c2oc3cc(Cl)ccc3c(=O)c12` gave EPAC2 ag 0%, WRN inhibitor 7%, PI5P4Ka inh -18, EPAC1 ag -12%, EPAC1 antag 29%, IL-2 act -3.2, PLK1 PBD block -2% and CCT chaperon mod 0.2.
For COc1ccc(CN2CC(C(N)=O)Oc3ccccc32)cc1F (stereo not given) the results were EPAC2 ag 2%, WRN inhibitor 3%, PI5P4Ka inh 6, EPAC1 ag -7%, EPAC1 antag -6%, IL-2 act 1.3, PLK1 PBD block 2% and CCT chaperon mod 3.0.
Screening O=C(CCc1ccc(S(=O)(=O)N2CCOCC2)cc1)N1CCc2ccccc2C1 returned EPAC2 ag -14%, WRN inhibitor 1%, PI5P4Ka inh -5, EPAC1 ag -2%, EPAC1 antag 2%, IL-2 act 0.8, PLK1 PBD block 0% and CCT chaperon mod -0.6.
For O=C(Cc1cccc2c(=O)cc(-c3ccccc3)oc12)OCCN1CCOCC1 the results were EPAC2 ag 7%, WRN inhibitor -9%, PI5P4Ka inh 2, EPAC1 ag 6%, EPAC1 antag -10%, IL-2 act -0.2, PLK1 PBD block -5% and CCT chaperon mod 0.5.
Screening CC(C)(C)N(Cc1nc(-c2ccccc2)no1)C(=O)c1ccc2c(c1)OCO2 returned EPAC2 ag 6%, WRN inhibitor -2%, PI5P4Ka inh 20, EPAC1 ag 19%, EPAC1 antag -12%, IL-2 act -4.4, PLK1 PBD block 0% and CCT chaperon mod 0.0.
For CCC(=O)NC(=S)Nc1ccc(NC(=O)c2ccc(OC)cc2)cc1 the results were EPAC2 ag -2%, WRN inhibitor -9%, PI5P4Ka inh 1, EPAC1 ag 9%, EPAC1 antag 10%, IL-2 act 0.3, PLK1 PBD block 1% and CCT chaperon mod 1.8.
Screening CC1CN(S(=O)(=O)c2ccc(C(=O)O)cc2)CC(C)O1 (stereo not given) returned EPAC2 ag 6%, WRN inhibitor 10%, PI5P4Ka inh -3, EPAC1 ag 6%, EPAC1 antag 16%, IL-2 act 0.5, PLK1 PBD block 3% and CCT chaperon mod -6.2.
`N#Cc1cccc(C(=O)Nc2cccc(S(=O)(=O)N3CCCC3)c2)c1` gave EPAC2 ag 1%, WRN inhibitor -1%, PI5P4Ka inh 1, EPAC1 ag -9%, EPAC1 antag -23%, IL-2 act -3.1, PLK1 PBD block -1% and CCT chaperon mod -2.6.
Screening COc1ccccc1OCC(=O)Nc1cc(C)ccc1NC(=O)c1ccco1 returned EPAC2 ag -3%, WRN inhibitor -25%, PI5P4Ka inh -5, EPAC1 ag 0%, EPAC1 antag -7%, IL-2 act -0.6, PLK1 PBD block -3% and CCT chaperon mod -2.7.
Screening Cc1ccc(-c2cc(C(=O)N3CCN(C(=O)c4ccco4)CC3)[nH]n2)cc1C returned EPAC2 ag 0%, WRN inhibitor 1%, PI5P4Ka inh -19, EPAC1 ag -2%, EPAC1 antag -26%, IL-2 act -3.5, PLK1 PBD block -15% and CCT chaperon mod -0.3.
CC(C)Nc1nc(NCCN2CCCC2)c2sc(-c3ccccc3)cc2n1 was read as EPAC2 ag 5%, WRN inhibitor 10%[57.1 µM], PI5P4Ka inh -23, EPAC1 ag 0%, EPAC1 antag -2%, IL-2 act -1.0, PLK1 PBD block -5% and CCT chaperon mod 0.4.
`O=C(O)c1ccc(N=Nc2c(-c3ccccc3)[nH]oc2=O)cc1` gave EPAC2 ag 9%, WRN inhibitor 7%, PI5P4Ka inh -3, EPAC1 ag 5%, EPAC1 antag -2%, IL-2 act 1.5, PLK1 PBD block -16% and CCT chaperon mod 0.3.
CC(=O)Nc1cccc(NC(=O)CSc2nnc(NC(=O)c3ccco3)s2)c1 was read as EPAC2 ag 2%, WRN inhibitor -36%, PI5P4Ka inh -27, EPAC1 ag 8%, EPAC1 antag 11%, IL-2 act 0.1, PLK1 PBD block -22% and CCT chaperon mod -1.2.
For COc1cccc(CNC(=O)CCS(=O)(=O)c2cccs2)c1 the results were EPAC2 ag -1%, WRN inhibitor 2%, PI5P4Ka inh 0, EPAC1 ag -7%, EPAC1 antag -11%, IL-2 act 5.3, PLK1 PBD block -4% and CCT chaperon mod -0.5.
Screening Clc1ccc2nc3ccccc3cc2c1 returned EPAC2 ag -3%, WRN inhibitor 11%, PI5P4Ka inh 2, EPAC1 ag 1%, EPAC1 antag 7%, IL-2 act -3.7, PLK1 PBD block 2% and CCT chaperon mod -0.4.
For O=C(c1ccc2nc[nH]c2c1)N1CCN(c2ncc(C(F)(F)F)cc2Cl)CC1 the results were EPAC2 ag -4%, WRN inhibitor 0%, PI5P4Ka inh 2, EPAC1 ag -10%, EPAC1 antag -17%, IL-2 act -1.0, PLK1 PBD block -1% and CCT chaperon mod 0.5.
